E coli growth: E. coli V3065 growth inhibition, primary screen, counter-screen for AddAB inhibitor project, absorbance, OD600; 18 h; AID 449728, 2010; inhibition, % at 11.9 µM; actives 0.27% (n = 330,000);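 active means inhibition above the campaign's mean inhibition across all tested compounds plus 3 SD, cut at about 9.9% in these data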;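 further: uninfected addAB+ strain grown without phage in ampicillin broth; 0% = DMSO wells and 100% = ciprofloxacin 0.95 µg/ml wells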
AddAB inh: growth inhibition of E. coli expressing H. pylori AddAB, primary screen, AddAB inhibitor project, absorbance; inhibition, % at 11.9 µM; actives 0.29% (n = 330,000); AID 435030, 2010; in the data active means inhibition above about 12%;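 further: 0% = vehicle wells of infected cells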
SR-BI DiI-HDL act: activators of SR-BI mediated DiI-HDL uptake, primary screen, ldlA[mSR-BI] CHO cells, DiI fluorescence; 3 h; 100 = double the neutral-control signal; activation, % at 12.5 µM; actives 0.096% (n = 320,000); AID 504775, 2011;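 active means mean replicate activation of at least 60% and every replicate at or above 60%; inconclusive means mean or all-replicate condition met, but not both; inactive means mean below 60% and not all replicates reaching 60%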;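 further: 0% = median plate neutral-control signal and 100% = twice that signal; values of inactives mirror those of a sister screen read the other way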
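system = CHO ldlA[mSR-BI] cells, LDL receptor-null, SR-BI overexpressing | medium = Ham's F12 with 0.5% BSA, HEPES 25 mM, pH 7.4 | probe or stimulus = DiI-HDL 10 µg/mL | compound dosing = single-point compound dose | incubation = compound exposure 3 h, 37 °C | technique = DiI fluorescence, bottom read | read-out = cell-associated DiI fluorescence as measure of HDL uptake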
Wnt act: Wnt/beta-catenin pathway activators, primary screen, cell-based, plate reader, single point. Wnt/beta-catenin reporter cell assay, activator. activation, % at 9.35 µM. actives 1.2% (n = 300,000); in the data active means activation above about 30%, passing the limit was not always enough; inconclusive means no clear call, values can overlap the other calls;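 further: 0% = neutral control wells and 100% = positive control wells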
CAL PDZ FP-1: untagged CAL PDZ binding inhibitors, primary screen, biochemical, fluorescence polarization, HTS. AID 602252, 2012. Golgi-associated PDZ and coiled-coil motif-containing protein (Homo sapiens), Q9HD26. purified CAL PDZ, TMR-peptide fluorescence polarization, 1 h. inhibition, % at 24.9 µM. actives 0.92% (n = 300,000);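 active means mean inhibition of at least 30% with at least half of replicates also reaching 30%; inconclusive means no clear call, values can overlap the other calls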;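 further: 0% = DMSO neutral control and 100% = excess unlabeled competitor peptide PRC23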
MITF TRPM1 HTS: activators of MITF-driven TRPM1 promoter reporter, primary screen, cell-based, SK-MEL-5, luciferase, single point; activation, % at 12.5 µM; SK-MEL-5 TRPM1-promoter luciferase, 24 h; % of positive control, neutral wells = 0; actives 0.75% (n = 300,000);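 active means mean activation of at least 80% with every replicate also reaching 80%; inconclusive means mean reaches 80% but some replicate falls short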;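 further: 0% = neutral control wells and 100% = parthenolide positive control wells; values of inactives mirror those of a sister screen read the other way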
Tat export inh: E. coli Tat export inhibitors, primary screen, MC4100, TorA-mCherry reporter, fluorescence, single point. inhibition, % at 10 µM. actives 0.036% (n = 340,000). AID 488895, 2010;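 active means mean replicate inhibition at least 50% and at least half of replicates individually reaching 50%; inconclusive means only one of the two criteria met; inactive means neither criterion met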;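 further: exported cargo escapes ClpAP degradation while cytoplasmic cargo is degraded and loses fluorescence; 0% = median of neutral control wells and 100% = median of NaSCN control wells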
phage Ecoli inh: growth loss of phage-infected E. coli, primary screen, RecBCD inhibitor project, absorbance, with phage, HTS; inhibition, % at 11.9 µM; actives 0.26% (n = 360,000); AID 651602, 2012; in the data active means inhibition above about 11%
CAL PDZ FP-2: CAL PDZ peptide-binding inhibitors, primary screen, biochemical, fluorescence polarization, Cer-tagged CAL PDZ, HTS | Golgi-associated PDZ and coiled-coil motif-containing protein (Homo sapiens), Q9HD26 | purified CAL PDZ, TMR-peptide fluorescence polarization, 1 h | inhibition, % at 20 µM | actives 0.02% (n = 330,000) | AID 504414, 2011;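 active means highest replicate inhibition of at least 40%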;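 further: plate controls were DMSO neutral control wells for no effect and unlabeled competitor peptide control wells for full effect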
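Assay system – tagged CAL PDZ protein CerCALP, purified · Timing – 1 h at RT · Compound – single point, 20 µM · Measured by – fluorescence polarization from S- and P-plane intensities, G-factor corrected · Evaluation – inhibition from polarization loss · Probe or stimulus – TMR reporter peptide T*-PRC34 · Buffer or medium – pH 7.4 phosphate-saline buffer, reducing agent, detergent, IgG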
SR-BI DiI inh: inhibitors of SR-BI mediated HDL lipid uptake, primary screen, ldlA[mSR-BI] cells, fluorescence, single point | inhibition, % at 12.5 µM | actives 0.96% (n = 320,000) | ldlA[mSR-BI] CHO cells, DiI-HDL uptake fluorescence, 3 h;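 active means mean replicate inhibition of at least 70% and a set share of replicates each scoring 70 or more; inconclusive means meets just one of the two criteria; inactive means fails both criteria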;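 further: 0% = median of neutral control wells and 100% = median of positive control wells; values of inactives mirror those of a sister screen read the other way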
Target sequence (Q61009 whole entry, looked up): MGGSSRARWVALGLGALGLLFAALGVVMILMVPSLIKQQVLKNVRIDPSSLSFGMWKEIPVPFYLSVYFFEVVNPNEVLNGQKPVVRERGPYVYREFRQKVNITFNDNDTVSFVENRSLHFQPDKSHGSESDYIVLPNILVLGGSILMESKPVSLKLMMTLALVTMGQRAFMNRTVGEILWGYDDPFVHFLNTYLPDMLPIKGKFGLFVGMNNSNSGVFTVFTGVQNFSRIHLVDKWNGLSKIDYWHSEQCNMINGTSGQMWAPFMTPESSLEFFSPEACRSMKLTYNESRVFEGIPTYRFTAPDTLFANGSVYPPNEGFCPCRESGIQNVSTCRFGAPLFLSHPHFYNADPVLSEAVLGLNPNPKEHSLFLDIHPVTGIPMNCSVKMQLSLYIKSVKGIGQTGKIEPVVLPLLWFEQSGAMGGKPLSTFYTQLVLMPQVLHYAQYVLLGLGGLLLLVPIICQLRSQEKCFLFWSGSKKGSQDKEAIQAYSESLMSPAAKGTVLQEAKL
The depositor's hits bear a star; u = inconclusive; x = not tested or not shown.

Results follow in this order: E coli growth	AddAB inh	SR-BI DiI-HDL act	Wnt act	CAL PDZ FP-1	MITF TRPM1 HTS	Tat export inh	phage Ecoli inh	CAL PDZ FP-2	SR-BI DiI inh
> COc1ccc(N(CC(=O)N2CCN(C)CC2)S(=O)(=O)c2ccccc2)cc1OC
    -1.6	0.4	35.5	-4.5	2.7	x	27.8	1.0	-1.0	-35.5
> O=C(CSc1ncn[nH]1)Nc1cccc(S(=O)(=O)N2CCCCCC2)c1
    -0.2	2.8	-12.5	-8.3	-0.3	5.6	-4.1	1.9	-1.4	12.5
> CC(C)OC(=O)NCCOC(=O)Nc1cccc(Cl)c1
    1.4	4.0	-3.5	-4.9	1.9	4.3	-15.0	2.9	-1.1	3.5
> Cc1ccc2oc(C(=O)N(C)Cc3ccc(C)o3)c(C)c2c1
    -2.2	0.7	-36.9	2.8	0.5	37.7	7.1	-2.8	-2.5	36.9
> CCn1c(COc2ccc(C)cc2)nnc1SCc1ccc(C#N)cc1
    -1.6	-0.4	12.7	-4.1	x	22.0	-6.7	2.2	-1.2	-12.7
> O=C(CCN1C(=O)c2ccccc2C1=O)C1=NN[C@@H]2C(=O)N(c3ccc(F)cc3)C(=O)[C@H]12
    0.7	1.6	28.9	-0.3	-3.1	9.0	7.7	1.6	-0.3	-28.9
> CCOC(=O)N1CCC(NC(=O)CSc2cc(=O)n(CC)c3ccccc23)CC1
    -1.3	-0.5	-34.3	x	x	-0.5	0.0	2.4	-2.2	34.3
> Cc1cccc(N2C(=O)CC(N3CCOCC3)C2=O)c1 (centres undefined)
    -1.0	1.6	13.2	x	-4.8	5.4	1.7	0.6	-0.7	-13.2
> O=C(O)c1cccc(N/N=C(\N=Nc2ccccc2)c2ccccc2)c1
    -0.8	2.7	-12.2	6.0	1.1	59.7	-0.9	4.7	-0.1	12.2
> CN(C)c1nc(Oc2ccc(C(=O)OCC(=O)Nc3ccccc3)cc2)nc(N(C)C)n1
    0.0	1.4	-51.5	x	4.0	11.4	7.3	2.3	-0.6	51.5
> O=C1CSC(c2cn(-c3ccccc3)nc2-c2cc3ccccc3oc2=O)N1Cc1ccco1 (centres undefined)
    -0.2	2.4	-40.8	x	x	1.6	0.9	-0.4	-1.5	40.8
> O=C(CSc1n[nH]c(=O)n1-c1cccnc1)Nc1ccccc1
    0.2	0.1	25.0	0.1	1.4	-2.0	-6.4	1.0	-2.0	-25.0
> Cc1ccc(NC(=O)C(C)N2C(=O)c3ccccc3C2=O)nc1 (centres undefined)
    -0.6	-1.4	17.9	0.5	-5.0	-1.5	-1.9	0.5	-5.6	-17.9
> Nc1nc(CSc2ncn[nH]2)nc(Nc2ccc(F)cc2)n1
    1.8	1.1	-11.2	6.6	-2.1	9.7	-4.5	4.3	-3.0	11.2
> Cc1cc(C)cc(OC(C)C(=O)Nc2ccccc2C(=O)NCc2cccnc2)c1 (centres undefined)
    0.4	0.2	x	-0.5	-7.7	-1.9	15.8	1.0	-1.8	x
> CC1CCN(C(=S)NC(=O)c2cccs2)CC1
    -5.7	-0.9	18.1	0.4	-3.5	2.2	0.4	0.0	0.3	-18.1
> Cc1cc(C)c(NC(=O)CCCC(=O)O)c(Cl)c1
    -1.7	-1.2	8.7	x	-2.5	x	0.4	1.0	-0.5	-8.7
> COC(=O)[C@@H]1CCCN1C(=O)CCc1nnc(CCC2CCCCC2)o1
    -2.0	-0.4	4.0	u	-3.6	69.7	-1.6	4.5	-2.9	-4.0
> COc1ccc(Cn2c(=S)[nH]c3cc(C(=O)NCCCN4CCOCC4)ccc3c2=O)cc1
    -4.0	2.5	18.2	-2.8	-2.8	13.8	4.0	-0.2	-3.7	-18.2
> COc1ccc(-c2nc(-c3ccccn3)nc(N3CCN(C)CC3)c2C#N)cc1
    -3.5	0.0	-6.4	0.2	-0.6	14.7	17.6	4.3	-0.7	6.4
> COc1cc(C(=O)NC2CCCc3ccccc32)cc(OC)c1OC (centres undefined)
    0.8	2.2	-18.8	0.0	-5.2	-9.2	0.2	4.0	-3.7	18.8
> Cc1cc(NC(=O)c2ccco2)c(=O)n(Cc2c(F)cccc2Cl)c1
    1.4	3.2	x	-1.4	-1.0	-5.3	-0.2	0.8	-3.5	x
> O=C(CCC(=O)N1CCOc2ccc(Cl)cc21)N1CCN(c2ccccn2)CC1
    2.8	-1.4	-21.9	-6.7	x	x	-4.9	2.1	0.4	21.9
> Cc1nc2ccc(F)cc2cc1C(=O)Nc1cccc(Cl)c1C
    -0.1	3.0	7.0	x	1.6	-4.0	2.8	1.1	-2.7	-7.0
> COc1ccc(-c2csc(Nc3cccc(C)n3)n2)cc1
    0.5	0.1	-44.2	7.7	-6.5	x	-7.8	1.5	1.0	44.2
> Cc1ccc2nc(/C(C#N)=C/c3ccc(-c4cccc([N+](=O)[O-])c4)o3)[nH]c2c1
    -3.1	2.0	-20.8	x	-1.2	-15.5	-5.6	2.4	0.2	20.8
> Cc1ccc2c(Cl)cc(Cl)c(OCC(=O)N3CCOCC3)c2n1
    0.7	1.3	9.4	-2.5	-4.2	-6.4	5.7	1.9	-0.3	-9.4
> Cc1nnc(SCC(=O)Nc2sc3c(c2C#N)CCCCC3)n1N
    3.8	1.0	x	x	-4.3	14.9	-11.9	3.9	-0.5	12.1
> COc1ccc(S(=O)(=O)N2CCC(C(=O)N[C@H](C(=O)NC3CCCC3)C(C)C)CC2)cc1
    -2.9	3.4	6.6	-1.2	-3.3	8.3	1.0	0.6	-0.9	-6.6
> CC(=O)Nc1ccc(C(=O)OCC(=O)Nc2c(F)cccc2F)cc1
    73.7*	89.6*	x	0.7	x	-9.3	1.7	-0.8	1.4	x
> COc1cc(/C=N/NC(=O)c2nnn(-c3nonc3N)c2C(C)C)ccc1OCc1ccccc1
    1.9	2.4	-43.7	2.8	x	18.4	-4.7	3.3	-1.7	43.7
> O=C(CSc1nccn1-c1ccccc1)c1ccc(Cl)cc1
    -0.4	0.6	16.6	x	-3.9	6.5	-2.7	-0.2	-1.2	-16.6
> O=C(Nc1ccc(F)cc1F)c1ccc2c(c1)[nH]c(=O)n2Cc1ccc(F)cc1
    -0.5	0.4	-10.1	-1.8	-6.7	x	-10.9	-0.2	-1.0	10.1
> O=C(Nc1ccc2c(c1)OCCO2)C1CCCN(S(=O)(=O)c2cccc3nsnc23)C1 (centres undefined)
    5.4	3.3	-10.7	-1.9	-3.2	2.1	-5.6	10.2	0.1	10.7
> NNC(=O)c1ccccc1OCc1ccccc1
    1.9	3.0	3.0	0.0	-4.1	x	0.3	1.6	0.8	-3.0
> COc1cccc(OC)c1OCCNCCO
    2.3	4.4	-22.8	-6.1	-1.5	4.6	-5.8	1.7	0.0	22.8
> CCCS(=O)(=O)N1CCC(C(=O)NCc2cccnc2)CC1
    1.6	0.6	-0.8	x	-1.6	6.1	-1.4	2.1	-0.6	0.8
> CCOc1ccc(CNn2nnnc2N)cc1
    0.5	1.4	6.4	-3.6	-2.3	-5.2	-6.5	0.5	-2.2	-6.4
> CCNc1ncnc2[nH]ncc12
    x	x	7.5	-6.6	-6.7	13.7	-4.1	3.2	1.3	-7.5
> COc1cc(C(=O)OCC(=O)Nc2ccc(F)cc2F)cc(OC)c1OC
    2.3	4.6	16.4	x	x	-4.1	-5.3	3.6	-0.1	-16.4

3 compounds from above, ordered by molar mass, smallest number first.
Results follow in this order: E coli growth	AddAB inh	SR-BI DiI-HDL act	Wnt act	CAL PDZ FP-1	MITF TRPM1 HTS	Tat export inh	phage Ecoli inh	CAL PDZ FP-2	SR-BI DiI inh
> Cc1nc2ccc(F)cc2cc1C(=O)Nc1cccc(Cl)c1C
    -0.1	3.0	7.0	x	1.6	-4.0	2.8	1.1	-2.7	-7.0
> Cc1cc(NC(=O)c2ccco2)c(=O)n(Cc2c(F)cccc2Cl)c1
    1.4	3.2	x	-1.4	-1.0	-5.3	-0.2	0.8	-3.5	x
> Cc1ccc2nc(/C(C#N)=C/c3ccc(-c4cccc([N+](=O)[O-])c4)o3)[nH]c2c1
    -3.1	2.0	-20.8	x	-1.2	-15.5	-5.6	2.4	0.2	20.8

Additional structures:
Results follow in this order: E coli growth	AddAB inh	SR-BI DiI-HDL act	Wnt act	CAL PDZ FP-1	MITF TRPM1 HTS	Tat export inh	phage Ecoli inh	CAL PDZ FP-2	SR-BI DiI inh
> CC(C)CCNC(=O)NC(=O)COC(=O)c1cc(S(=O)(=O)N2CCOCC2)ccc1N1CCCCC1
    -0.6	-1.5	13.9	-8.3	-2.5	10.9	2.9	0.3	-1.1	-13.8
> COc1ccccc1N1CCN(CCN2C(=O)C3CCCN3C2=O)CC1 (centres undefined)
    0.9	0.5	7.9	-0.6	4.0	x	12.1	0.4	-0.1	-7.9
> COC(=O)N=Nc1c(O)[nH]c2ccc(Br)cc12
    0.3	0.2	x	52.9*	-1.2	-11.6	2.8	-0.8	-2.7	x
> COc1cc(S(=O)(=O)Nc2cccc3cn[nH]c23)c(OC)cc1C
    -0.2	-2.1	7.9	-1.6	-8.4	-3.2	-5.7	1.6	-1.5	-7.9
> CCCCCCC(=O)N1CCC(c2nc3c(nnn3Cc3ccccc3Cl)c(=O)[nH]2)CC1
    -2.1	-1.3	-5.6	x	-2.1	-1.7	16.0	0.4	-1.5	5.6
> O=C(NC(c1ccccc1)c1ccccc1)c1ccc(CO)cc1
    1.6	2.2	x	0.6	-7.5	8.0	-5.9	2.8	0.8	x
> CCN(CC)S(=O)(=O)c1cccc(NC(=O)COC(=O)/C=C/c2cccs2)c1
    2.8	4.2	x	-2.6	x	8.3	4.7	0.4	-2.4	x
> COCCn1c(SCc2ccccc2)nc2c1c(=O)[nH]c(=O)n2C
    -0.9	-3.7	7.1	1.5	-4.6	-0.1	7.7	3.1	-1.0	-7.1
> CC(C)N(C(=O)[C@H]1CC(CC(=O)NC(C)(C)C)C(=O)N2CCc3c([nH]c4ccccc34)[C@]12C)C(C)C (some centres undefined)
    0.4	3.7	12.6	-3.7	-2.2	-0.1	5.1	0.4	0.0	-12.6
> O=C(OCc1ccccc1)c1cccc(-c2nnc(-c3ccccc3)o2)c1
    0.9	0.9	62.4*	x	x	22.8	-10.6	2.0	-3.2	-62.4
> Cc1c(NC(=O)OCCNC(=O)COc2c(Cl)cccc2Cl)sc(=S)n1C
    -1.9	3.1	-11.8	-1.0	0.7	-2.7	0.4	0.9	-0.4	11.8
